Compound activity (PubChem BioAssay)
TRPC6 inh: blocks the mouse TRPC6 cation channel; Q61143; HEK293-TRPC6, membrane potential dye, ACh-evoked depolarization; hits give low values; B-score at 10 µM; actives 1.1% (n = 310,000); AID 2553;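 active means B-score under library mean minus 3 SD, initial fluorescence not abnormally high, positive integrated signal ratio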;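 further: B-score derived from integrated fluorescence ratio over the kinetic read; more negative B-score means stronger inhibition of depolarization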
Target sequence (Q61143 whole entry, looked up): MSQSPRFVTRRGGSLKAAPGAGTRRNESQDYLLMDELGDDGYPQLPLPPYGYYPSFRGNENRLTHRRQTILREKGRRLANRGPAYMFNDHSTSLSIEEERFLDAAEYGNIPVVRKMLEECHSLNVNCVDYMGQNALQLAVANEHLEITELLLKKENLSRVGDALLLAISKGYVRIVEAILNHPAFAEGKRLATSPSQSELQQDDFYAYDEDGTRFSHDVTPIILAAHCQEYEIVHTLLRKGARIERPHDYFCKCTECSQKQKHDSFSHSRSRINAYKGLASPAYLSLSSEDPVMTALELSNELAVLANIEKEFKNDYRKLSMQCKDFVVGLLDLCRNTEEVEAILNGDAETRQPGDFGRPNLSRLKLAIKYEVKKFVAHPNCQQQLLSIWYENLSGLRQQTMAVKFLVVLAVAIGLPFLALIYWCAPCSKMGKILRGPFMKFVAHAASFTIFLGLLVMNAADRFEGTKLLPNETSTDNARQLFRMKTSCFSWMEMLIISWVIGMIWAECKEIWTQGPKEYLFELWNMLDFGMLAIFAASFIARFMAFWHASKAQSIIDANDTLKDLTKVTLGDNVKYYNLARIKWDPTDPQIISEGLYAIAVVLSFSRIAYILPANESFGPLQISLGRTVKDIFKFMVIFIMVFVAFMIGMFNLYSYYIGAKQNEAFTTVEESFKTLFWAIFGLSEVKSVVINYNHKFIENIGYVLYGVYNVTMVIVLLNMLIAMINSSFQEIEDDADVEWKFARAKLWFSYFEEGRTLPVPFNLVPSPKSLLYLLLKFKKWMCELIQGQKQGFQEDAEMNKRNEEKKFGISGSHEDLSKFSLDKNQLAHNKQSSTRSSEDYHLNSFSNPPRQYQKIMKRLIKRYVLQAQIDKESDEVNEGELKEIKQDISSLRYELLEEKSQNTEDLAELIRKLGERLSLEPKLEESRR
MrgX1 ag: activates human MrgX1 receptor signaling | AID 588627 | MrgX1-HEK293 cells, Fluo-4 calcium fluorescence, agonist mode; hits give high values | actives 0.44% (n = 310,000) | Q96LB2 | B-score at 10 µM;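 active means calcium response B-score plate-corrected fluorescence ratio at least 3 library SD, with starting fluorescence B-score inside 5 SD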
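times = overnight plating, then 30 min 37 °C plus 30 min room-temperature dye loading | assay system = stable human MrgX1 HEK293 cell line | input = fifteen thousand cells per well | signal = kinetic calcium dye fluorescence, Fluo-4 NW | dosing = compound delivered in addition one of three | read-out = B-scored fluorescence response ratio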
RGS4 act: RGS4 potentiation or activation | HEK293 M3R/inducible RGS4, carbachol calcium flux Fluo4; hits give low values | B-score at 10 µM | actives 0.92% (n = 310,000);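 active means B-score of the integrated calcium signal more than 4 SD below the library mean, with starting fluorescence not abnormally high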;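 further: negative B-score means reduced calcium response which marks RGS4 activation or potentiation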
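Assay system: Inducible-RGS4 HEK293 cells carrying M3 receptor | Schedule: Compound preincubation 20 min at room temperature before agonist | Signal: Kinetic calcium fluorescence imaging with Fluo4-AM dye, 2 µM | Read-out basis: B score from integrated fluorescence ratio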
Platelet DG rel: modulates dense granule release in human platelets. actives 0.22% (n = 300,000). human platelet-rich plasma, SFLLRN dense granule ATP release, luminescence. inhibition, %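 (compounds screened at 7.5 µM in platelet-rich plasma)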;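 active means mean replicate score, as percent of positive control, at or above 50; inconclusive means mean below 50 but at least one replicate at or above 50; inactive means mean and every replicate below 50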
HIF act: HIF pathway transcriptional activation | U2OS HRE-luciferase reporter, luminescence; normalized: DMSO 0%, desferrioxamine 100% | activation, % at 7.5 µM (by protocol) | actives 0.32% (n = 300,000);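 active means mean activation of at least 10% of the iron chelator positive control signal, with at least half of replicates also reaching 10%; inconclusive means mean and replicate majority disagree about reaching 10%; inactive means mean and most replicates under 10%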
SKKanGAS inh: inhibitors of SKKanGAS S. pyogenes growth in kanamycin (SK-promoter or general growth effect); BacTiter-Glo, 6 h; inhibition, % at 7.5 µM; actives 1.3% (n = 300,000);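 active means mean replicate score, as percent of positive control median, at least 50; inconclusive means mean below 50 but one replicate at or above 50; inactive means mean and every replicate below 50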;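 further: strain carries kanamycin resistance gene driven by streptokinase promoter and grows in 40 µg/ml kanamycin; loss of luminescence reflects streptokinase promoter inhibition or plain growth inhibition; 0% = median of DMSO wells and 100% = positive control at its reference dose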
RGS4 block: inhibitors of human RGS4. B-score at 10 µM. HEK293 M3R/RGS4 inducible, Fluo-4 calcium flux; hits give high values; triggered by carbachol at its EC20. P49798. actives 0.45% (n = 310,000);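 active means B-score, a plate-corrected calcium signal, over three deviations above library mean, with baseline fluorescence within five deviations of library mean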;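 further: RGS4 expression induced by doxycycline in cells with stable M3 receptor; B-score is computed from the integrated fluorescence ratio over baseline after carbachol; higher B-score means a larger calcium signal and so more RGS4 inhibition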
Target sequence (P49798 whole entry, looked up): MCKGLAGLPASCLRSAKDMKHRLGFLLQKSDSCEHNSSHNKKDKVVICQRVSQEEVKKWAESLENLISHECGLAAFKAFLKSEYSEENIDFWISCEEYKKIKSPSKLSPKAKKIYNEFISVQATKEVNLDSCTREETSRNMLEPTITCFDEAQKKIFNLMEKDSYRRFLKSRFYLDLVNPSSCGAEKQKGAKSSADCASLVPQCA
MrgX1 antagonist: blocks BAM8-22 activation of human MrgX1 receptor | Q96LB2 | actives 1.3% (n = 310,000) | AID 588676 | B-score at 10 µM | MRGX1-HEK293 calcium flux, Fluo-4, BAM8-22 antagonism; hits give low values;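 active means calcium-response B-score plate-corrected more than 3 library SD below zero, starting fluorescence within 5 deviations, no agonist response on first addition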;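 further: peak minus trough fluorescence over baseline after final BAM8-22 challenge near maximal dose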
MrgX1 allo act: allosterically activates human MrgX1 receptor signaling; MrgX1-HEK293, Fluo-4 calcium flux, FDSS; hits give high values; B-score at 10 µM; actives 0.63% (n = 310,000);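 active means plate-corrected calcium response at least 3 library SD above typical, normal starting fluorescence, not activating the receptor alone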;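 further: compound read alongside a low EC10 to EC30 dose of BAM8-22 agonist; peak minus trough fluorescence over baseline measured at the second addition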
TRPC4 block: inhibitors of mouse TRPC4 channel; actives 0.39% (n = 300,000); Q9QUQ5; HEK293 TRPC4beta/mu-opioid, DAMGO-evoked Fluo4 calcium flux; hits give low values; B-score at 10 µM;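 active means B-score over 3 SD under the library average, no early fluorescence shift, positive overall ratio signal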
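material = TRPC4beta/mu-opioid receptor HEK293 cell line | probe or stimulus = sequential submaximal and maximal DAMGO stimulation | compound dosing = one concentration per compound | measured by = Fluo4 Ca2+ flux fluorescence | evaluation = integrated fluorescence ratio relative to baseline, converted to per-well B score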
TRPC6 activator: mouse TRPC6 channel activation | HEK293-TRPC6 membrane potential dye fluorescence; hits give high values | B-score at 10 µM | Q61143 | actives 0.13% (n = 310,000) | AID 2550;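 active means B-score of the integrated fluorescence ratio above library mean plus 3 SD, and starting fluorescence ratio within library mean plus 5 SD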;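 further: higher score means more depolarization so channel activation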
The depositor's hits bear a star; i = inactive; ? = inconclusive; nt = no result given.

Screens in order: TRPC6 inh, MrgX1 ag, RGS4 act, Platelet DG rel, HIF act, SKKanGAS inh, RGS4 block, MrgX1 antagonist, MrgX1 allo act, TRPC4 block, TRPC6 activator
- CCOc1cc(/C=N/NC(=O)C(C)Sc2ccccn2)ccc1O (centres undefined)
  i, i, i, 0, -1.4, 3, i, i, i, i, i
- Cc1ccc(NC(=O)C2CCCN(S(=O)(=O)c3cccc4cccnc34)C2)cc1 (centres undefined)
  i, i, i, -4, 0.4, -9, i, i, i, i, i
- O=C(NNc1ccc(Cl)nn1)c1ccc(Cl)cc1
  i, i, i, 3, 0.1, -13, i, i, i, i, i
- COCCCN1C(=O)C2C(C(=O)Nc3cccc(Cl)c3)C3C=CC2(O3)C1C(=O)NC1CCCCC1 (centres undefined)
  i, i, i, 6, -0.8, -6, i, i, i, i, i
- COc1cc2c(=O)n(CC3CCCO3)c(=O)n(CC(=O)Nc3cccc(Cl)c3)c2cc1OC (centres undefined)
  i, i, i, -4, -0.8, 6, i, i, i, i, i
- COC(=O)c1sccc1NC(=O)CC1C(=O)NCCN1C(=O)c1ccc(C)c(C)c1 (centres undefined)
  i, i, i, 8, 0.5, -7, i, i, i, i, i
- Cc1oc2cc3oc(=O)c(CCC(=O)N[C@H](C(=O)O)C(C)C)c(C)c3cc2c1C
  i, i, i, -6, -7.0, 9, i, i, i, i, i
- CN1CCOCCOCCN(C)C(=O)N2CCOCCOCCN(CCOCC2)C1=O
  i, i, i, 0, -0.1, -3, i, i, i, i, i
- CC1=NN(C(N)=S)C(=O)C1N=Nc1c(C)n(C)n(-c2ccccc2)c1=O (centres undefined)
  i, i, i, 19, -0.3, -1, i, i, i, i, i
- COc1ccc(NC(=O)c2sc3nc(N4CCOCC4)c4c(c3c2N)CC(C)(C)OC4)c(OC)c1
  i, i, i, 5, 0.2, 34, i, i, i, i, i
- CC1(C)CC(=O)c2c(-c3cccs3)n[nH]c2C1
  i, i, i, 1, -1.1, 17, i, -5.4*, i, i, i
- Cc1[nH]nc2c1C(c1c[nH]c3ccccc13)C(C#N)=C(N)O2 (centres undefined)
  i, i, i, 9, 0.2, -2, i, i, i, i, i
- O=C(OC[C@@H]1CCCN2CCCC[C@H]12)c1cc2ccccc2oc1=O
  i, i, i, 3, 0.4, 1, i, i, i, i, i
- COc1ccc(S(=O)(=O)NC(CC(=O)NCc2ccco2)C(C)C)cc1 (centres undefined)
  i, i, i, 3, -0.4, -6, i, i, i, i, i
- CCCCc1ccc(NC(=S)NCCc2ccc(F)cc2)cc1
  i, i, i, 1, -0.2, ?, i, i, i, i, i
- CCOc1ncccc1C(=O)N1CCN(c2cccc(C)c2C)CC1
  i, nt, i, -5, 0.4, 0, i, nt, nt, i, i
- O=C(NCCNC(=O)c1ccc(-c2ccc(Cl)c(Cl)c2)o1)c1cnccn1
  i, i, i, 4, 1.2, -8, i, i, 7.2*, i, i
- O=C(c1ccc([N+](=O)[O-])o1)N1CCN(c2nc3c(F)cc(F)cc3s2)CC1
  i, i, i, -4, -0.2, 24, i, i, i, i, i
- CCOC(=O)c1c(C)[nH]c(C(=O)OCc2ccc([N+](=O)[O-])cc2)c1C
  i, i, i, 4, -0.1, -5, i, i, i, i, i
- CCOC(=O)c1c(-c2ccccc2)cn2c(C)cc(C)nc12
  i, i, i, 5, 2.7, -2, i, i, i, i, i
- c1ccc(CN(Cc2ccccc2)c2ncnc3c2nnn3Cc2ccccc2)cc1
  i, i, i, 23, -0.7, 26, i, i, i, i, i
- O=C(c1ccc2c(c1)OCO2)N1CCCC1
  i, i, i, -1, -0.6, -3, i, i, i, i, i
- CC1CCCC(C)N1NC(=O)c1cccc(S(=O)(=O)N2CCc3ccccc32)c1 (centres undefined)
  i, i, i, 3, -0.2, -3, i, i, i, i, i
- COc1cc(S(=O)(=O)N2CCN(C(=O)c3ccccc3F)CC2)c(OC)cc1NC(C)=O
  i, nt, i, 0, -0.2, -6, i, nt, nt, i, i
- CC(O)Cn1c(N2CCCC2)nc2c1c(=O)[nH]c(=O)n2C (centres undefined)
  i, i, i, 5, -0.4, 2, i, i, i, i, i
- CC(=O)N1CCSc2ccc(S(=O)(=O)Nc3ccc(C)cc3)cc21
  i, i, i, -10, -0.6, 1, i, i, i, i, i
- O=C(c1cc2ccccc2cc1O)N1CCN(c2ccc([N+](=O)[O-])cc2)CC1
  i, i, i, -13, -0.5, -2, i, i, i, i, i
- Nc1nnc(SCC(=O)NCCOc2ccccc2)s1
  i, i, i, 0, 0.4, 1, i, i, i, i, i
- CC(C)C(NC(=O)c1ccccc1NC(=O)c1ccco1)C(=O)O (centres undefined)
  i, i, i, 0, -0.4, 1, i, i, i, i, i
- O=C(CSCc1ccccc1)Nc1nccs1
  i, i, i, 7, 0.1, 2, i, i, i, i, i
- O=C1C2C3C=CC(C2C(=O)N1c1ccccc1O)C1C2C(=O)N(c4ccccc4O)C(=O)C2C31 (centres undefined)
  i, i, i, 24, 0.2, -6, i, i, i, i, i
- COc1cccc(-c2csc(N3CCN(C(=O)Nc4ccccc4Cl)CC3)n2)c1
  i, i, i, -2, 0.6, -4, i, i, i, i, i
- COc1ccc([N+](=O)[O-])cc1NC(=O)C(C)N1CCN(C(=O)c2ccco2)CC1 (centres undefined)
  i, i, i, 9, 0.6, 1, i, i, i, i, i
- Cc1ccc(NC(=O)N2CCc3ccccc3C2)cc1
  i, i, i, -4, 2.7, -2, i, i, i, i, i
- CCOc1ccccc1C(=O)N1CCC(n2nnc3cc(C)ccc32)CC1
  i, i, i, -1, -0.2, -2, i, i, i, i, i
- CCOc1ccccc1C(=O)N(Cc1sccc1C)C1CCS(=O)(=O)C1 (centres undefined)
  i, i, i, 19, 0.2, -6, i, i, i, i, i
- CCOCCCNC(=O)C(C)NS(=O)(=O)c1ccc(C)cc1 (centres undefined)
  i, i, i, 0, -0.3, -17, i, i, i, i, i
- COCCn1c(-c2cccc([N+](=O)[O-])c2)nc2c1c(=O)[nH]c(=O)n2Cc1ccccc1
  i, i, i, 1, -0.1, 10, i, i, i, i, i
- CC(/C=C1\SC(=Nc2cccnc2)NC1=O)=C\c1ccccc1
  i, i, i, -1, 0.2, 56*, i, i, i, i, i
- Cc1ccc(C(=O)c2ccccc2C(=O)OCC(=O)NC(C)(C)C)cc1
  i, i, i, 3, -0.6, 3, i, i, i, i, i
- Cc1ccc(OCC(=O)N2N=C(c3cccnc3)CC2(O)C(F)(F)F)cc1C (centres undefined)
  i, i, i, 11, 0.3, -4, i, i, i, i, i
- Cc1cc(C)cc(C(=O)NC(CC(N)=O)c2ccc(NCC3CC3)c([N+](=O)[O-])c2)c1 (centres undefined)
  i, i, i, 5, -0.8, 4, i, i, i, i, i
- COc1ccc(N2CCN(c3oc(-c4ccccc4OC)nc3C#N)CC2)cc1
  i, i, i, 14, -0.3, 8, i, i, i, i, i
- CCCNC(=O)c1ccc(N2CCC3(CC2)CC(c2cccc(Br)c2)=NO3)c(NC(=O)c2ccc(Br)cc2)c1
  i, i, i, 16, -0.2, 16, i, i, i, i, i
- CCOc1ccc(C(=O)NC2CC(C)(C)NC(C)(C)C2)cc1
  i, i, i, 4, 0.2, -4, i, i, i, i, i
- O=C(Nc1ncccc1O)c1cccc(S(=O)(=O)NCc2ccccc2)c1
  i, i, i, 2, 0.2, -15, i, i, i, i, i
- COC(=O)C1C(c2ccc(OC)cc2)NC(=O)NC1(O)C(F)(F)Cl (centres undefined)
  i, i, i, -12, 0.0, -9, i, i, i, i, i
- CCOC(=O)c1c(C)n(C)c2cc([N+](=O)[O-])c(O)c([N+](=O)[O-])c12
  i, i, i, -1, 0.0, -2, i, i, i, i, i
- CCOc1ccc(CCNC(=O)CCc2nnc3ccc(N4CCCCC4)nn23)cc1OCC
  i, i, i, 10, -0.2, -2, i, i, i, i, i
- NS(=O)(=O)c1ccc(Nc2ccc3cc(S(=O)(=O)N4CCCCC4)ccc3n2)cc1
  i, i, i, 0, -0.4, 5, i, i, i, i, i

Next structures:
Screens in order: TRPC6 inh, MrgX1 ag, RGS4 act, Platelet DG rel, HIF act, SKKanGAS inh, RGS4 block, MrgX1 antagonist, MrgX1 allo act, TRPC4 block, TRPC6 activator
- O=C(NCc1ccccc1)c1cccc(NC(=O)c2ccco2)c1
  i, i, i, 3, 0.0, -1, i, i, i, i, i
- O=C1CN(C(=O)CNC(=O)c2ccc(Cl)cc2Cl)CCN1
  i, i, i, 2, -0.1, 8, i, i, i, i, i
- O=C(NCC(=O)N(Cc1cccs1)C(C(=O)NC1CCCC1)c1ccncc1)c1ccco1 (centres undefined)
  i, i, i, 1, -2.6, -2, i, i, i, i, i
- CCOC(=O)C1CCN(C(=O)CNS(=O)(=O)c2cccs2)CC1
  i, i, i, -1, -0.4, -6, i, i, i, i, i
- Cc1ccc(NS(=O)(=O)c2cc(C(=O)N3CCN(C)CC3)ccc2C)cc1
  i, i, i, 4, 0.0, -1, i, i, i, i, i
- CSc1ccc(CN2CCC(C(=O)NCc3ccc(C)cc3)CC2)cc1
  i, i, i, -3, -0.9, -10, i, i, i, i, i
- Cc1cc(C)n(CC(=O)N/N=C/c2ccc3c(c2)OCO3)n1
  i, i, i, 5, -0.2, -2, i, i, i, i, i
- COc1ccc(CN2CCCCC2C(=O)Nc2ccc(OC)c(OCC(C)C)c2)cc1OC (centres undefined)
  i, i, i, -2, -0.9, 3, i, i, i, i, i
- Cc1c(C)c2cc3c(C)coc3cc2oc1=O
  i, i, i, 0, 0.9, -5, i, i, i, i, i
- Clc1cc2c(c(Cn3cnc4ccccc43)c1)OCOC2
  i, i, i, -3, -0.6, 11, i, i, i, i, i
- S=c1[nH]c2cc3c(cc2[nH]1)OCCO3
  i, i, i, 1, 0.1, -6, i, i, i, i, i
- CC1(CCC#N)N=C(SCCC#N)N(c2ccccc2)C1=O (centres undefined)
  i, i, i, -2, 0.1, -5, i, i, i, i, i
- Cc1ccc2nc(NC(=O)CN3C(=O)NC4(CCCC4)C3=O)sc2c1
  i, i, i, ?, 1.1, -1, i, i, i, i, i
- CC(=O)c1ccc(NC(=O)/C=C/c2ccc(C)cc2)cc1
  i, i, i, -1, 1.4, 2, i, i, i, i, i
